NCI-60 one-dose screen, 48 h, at 10 µM unless noted. Numbers give growth in % (100 = growth as untreated, 0 = no growth, -100 = all killed).
PC-3 – PC-3 prostate cancer cells; 3.9% of 80,000 active
HCC-2998 – HCC-2998 colon cancer; 4.7% of 79,000 active
SNB-75 – SNB-75 CNS cancer. AID 1794750. 5% of 79,000 active
SF-539 – SF-539 CNS cancer. 6.8% of 81,000 active. AID 1794752
HT29 – HT29 colon cancer; 7.4% of 81,000 active; AID 1794748
SNB-19 – SNB-19 CNS cancer cells | AID 1794751 | 2.5% of 81,000 active
SW-620 – SW-620 colon cancer. 5.2% of 82,000 active. AID 1794795
DU-145 – DU-145 prostate cancer | AID 1794760 | 4.2% of 81,000 active
KM12 – KM12 colon cancer cells; 5% of 82,000 active; AID 1794800
The depositor's hits bear a star; nt = no result given; & = joins results of further samples; [ ] = another dose, or the depositor's remark. Rule for the calls: active = growth percent below 10; inactive = the rest.

compound	PC-3	HCC-2998	SNB-75	SF-539	HT29	SNB-19	SW-620	DU-145	KM12
CC(C)c1cc(C(C)C)c(S(=O)(=O)OCCO[C@H]2Cc3cc4ccc(=O)oc4cc3OC2(C)C)c(C(C)C)c1	24	67	83	83	55	75	65	84	63
CCOC(=O)COc1nc(-c2cnccn2)cc(-c2cccs2)c1C#N	88	108	102	99	101	93	103	96	105
CC(C)(c1ccccc1)C(C)(C)c1ccccc1	85	nt	86	97	97	97	nt	101	105
COc1ccccc1CC(=O)O	106&99	104&119	97&97	103&98	98&110	96&104	105&104	118&125	105&117
N#C/C(=C\c1ccc(-c2ccc(Cl)cc2)o1)C(=O)Nc1ncc(Cc2ccc(Cl)cc2)s1	29	77	-31*	27	62	79	14	20	37
O=C(O)c1ccc(Nc2ccc(N=Cc3c(O)[nH]c4ccccc34)cc2)cc1	92	123	56	97	113	107	95	103	51
N#CCCn1ccc2ccccc21	96	100	84	101	99	116	103	109	105
COc1ccc(/C=C/C(=O)OCCN2CCOCC2)cc1	87	98	81	98	92	110	103	102	102
O=S(=O)(Nc1ccc2[nH]ccc2c1)c1ccc(Cl)c(Cl)c1	94	100	88	97	105	95	97	105	97
COc1cccc2cc(-c3cc4ccccc4[nH]3)c(=O)oc12	87	117	83	97	105	94	98	108	68
CCc1cccc2c3c(sc12)C(c1ccc(Cl)cc1)c1c(nc(-c2ccc(Cl)cc2)[nH]c1=O)O3 (centres undefined)	73	109	64	89	95	89	83	103	85
COCCNC(=O)Nc1ccc2nc(-c3cccs3)c(-c3cccs3)nc2c1	79	101	82	86	88	95	89	96	95
CCOc1cccc(-c2cnnn2-c2nonc2N)c1	100	nt	93	107	101	113	102	114	101
COc1ccc2c(CCC(c3ccccc3)c3ccccc3)c3[n+](cc2c1OC)CCc1cc2c(cc1-3)OCO2	-40*	-14*	37	14	6.3*	21	11	19	-77*
COc1ccc(Cl)c2ccc(/C=C3\SC(=S)N(CCc4ccc(O)cc4)C3=O)nc12	89	104	81	86	109	99	101	105	100
O=C(Cn1nnc2ccccc21)N/N=C/c1ccccc1O	65	72	79	83	90	69	65	70	49
CO[C@@]1(NC(=O)C(C(=O)O)c2ccc(O)cc2)C(=O)N2C(C(=O)O)=C(CSc3nnnn3C)CO[C@@H]21 (some centres undefined)	97	103	98	104	108	109	105	119	106
COc1cccc(/C=C/C(=N/O)c2cc3ccccc3oc2=O)c1OC	82	115	87	105	104	98	113	102	96
Nc1ncc(-c2ccc(NS(=O)(=O)c3ccccc3)cc2)[nH]1	84	107	92	94	99	97	89	102	96
COc1cc(C=O)ccc1Oc1ccc([N+](=O)[O-])cc1[N+](=O)[O-]	94	109	93	107	108	90	92	110	105
CC(=O)NC(Cc1cc(I)c(OC(C)=O)c(I)c1)C(=O)O (centres undefined)	85	105	89	101	92	110	105	105	106
Cc1cccc2cccnc12	88	102	99	108	108	102	101	106	102
CCOC(=O)c1ccc(Nc2sc(C(=O)c3cccc([N+](=O)[O-])c3)c(N)c2C#N)cc1	31	46	-7.0*	1.6*	8.3*	49	5.7*	29	18
CN1C2CCC1/C(=C\c1ccc(F)cc1)C(=O)/C2=C/c1ccc(F)cc1	35	83	60	74	16	56	38	9.4*	31
CCCn1nc(C(=O)N2CCCCC2)c2c1CCC(NCc1ccc(N3CCCCC3)cc1)C2 (centres undefined)	92	106	92	105	93	98	97	100	100
NS(=O)(=O)c1cccc(Nc2nc(SCC(=O)c3ccc([N+](=O)[O-])cc3)nc3ccccc23)c1	24	54	46	52	71	74	69	43	38
Cc1ccc(S(=O)(=O)CC#N)cc1	102	113	90	106	107	103	104	116	110
COc1cc2nc(-c3ccc(Cl)cc3)cc(OCCCN3CCCCC3)c2cc1OC	43	68	18	50	18	71	41	41	45
CC1CN(CCO)CC(C)O1 (centres undefined)	104	119	96	98	114	102	102	107	101
O=C(CNC(=O)c1ccccc1)Sc1ccccc1	91	nt	103	99	117	95	103	99	99
COc1ccc(-c2csc(NC(=O)N3CCN(c4cc5c(cc4F)c(=O)c(C(=O)O)cn5C4CC4)CC3)n2)cc1	-0.6*	31	-2.4*	21	2.3*	21	16	11	3.7*
COC(=O)/C(CCC=C(C)C)=C1\[C@@H](OC(C)=O)C[C@@]2(C)[C@H]1C/C(=N\O)[C@H]1[C@@]3(C)CCNC(=O)[C@@H](C)[C@@H]3CC[C@@]12C	94	100	98	95	106	97	108	102	104
C=CC[n+]1cccc(C(N)=O)c1	103	104	88	95	108	105	103	102	98
Nc1nc(NC2CC2)c2ncn(C3C=C[C@@H](CO)C3)c2n1 (some centres undefined)	96	102	88	106	104	113	105	112	104
COc1ccc(Nc2nc3ccc(NC(C)=O)cc3[nH]c2=O)cc1	95	109	79	90	109	104	107	108	110
C=C(C)CN(CC(=C)C)C(=N)OC	99	105	100	99	103	108	116	111	112
NS(=O)(=O)c1ccc(NCc2cn(-c3ccc(C(=O)O)cc3)nc2-c2ccc(F)cc2)cc1	93	104	69	90	99	95	98	101	101
CNC(=O)c1cc(-n2ccc3cc(NS(=O)(=O)c4ccc(Cl)c(Cl)c4)ccc32)ccn1	85	105	103	104	102	105	100	100	95
CCCCCCCCCCCCCCCCCC(=O)Nc1ccc(C)cc1NC(=O)CCCCCCCCCCCCCCCCC	99	95	95	103	96	100	101	100	102
Cn1cc(-c2nc(-c3cn(C)c4ncccc34)cs2)c2cc(Cl)ccc21	81	99	102	93	71	95	101	106	65
CCCCSc1nnc(-c2c(C)nc3ccc(Cl)cn23)o1	98	108	93	89	100	91	99	97	92
COc1cc2cc(Oc3ccc(NC(=O)Nc4cccc(C(F)(F)F)c4)cc3)c(C)nc2cc1OCCN(C)C	86	105	nt	92	60	99	111	92	98
OCc1cccnc1	95	107	nt	nt	107	nt	102	111	105
O=C(CCN1CCCC1)c1ccccc1	102	nt	92	99	104	111	104	114	118
O=C(c1ccc(Cl)cc1)N1CCN(c2ccccc2)CC1	87	103	78	104	104	108	102	114	101
O=C(Nc1cccnc1)c1cccc([N+](=O)[O-])c1	nt	nt	85	100	115	110	119	98	109
COc1cc(CNC(=O)/C=C/c2ccccc2)ccc1OCc1cn(-c2cccc(C(F)(F)F)c2)nn1	94	103	56	65	90	92	90	90	98
Cc1cc(C)n(CO)n1	96	107	95	99	99	102	109	111	101
CC1=C2[C@@H](CC1)[C@]1(C)O[C@@](C(C)C)(C[C@H]1OC(=O)CO)[C@H]2OC(=O)CCCc1ccccc1	27	84	91	97	72	92	77	76	61
C/C(=N/O)c1ccc(NC(=O)CSc2nnc(-c3ccc4nc(-c5ccccc5)[nH]c4c3)o2)cc1	93	119	108	89	112	99	115	112	95
COc1ccc(CN2[C@H](C(=O)NCCCCCCC(=O)NO)Cc3c([nH]c4ccccc34)[C@H]2C2CC2)cc1	19	-37*	10	2.9*	6.3*	6.7*	-68*	9.4*	12
NCCCC[C@H](NC(=O)[C@@H]1CCCN1C(=O)Cc1cccc2ccccc12)C(=O)NCc1nc2ccccc2[nH]1	100	98	96	101	104	99	100	107	103
CC(=O)Nc1ccc(C(=O)NC(=S)Nc2ccc(C(=O)O)cc2)cc1	102	100	81	91	101	95	102	114	109
COC(=O)c1nc(-c2ccccc2)oc1S(=O)(=O)N1CCC(C)CC1	90	109	nt	69	55	74	38	70	96
CC1O[C@@H](c2ccccc2)OC2COC(c3ccccc3)OC12 (some centres undefined)	93	103	106	99	91	104	110	130	112
O=C1OC(=O)C2CCCCC12 (centres undefined)	103	100	nt	103	105	105	102	117	100

The listing continues:
compound	PC-3	HCC-2998	SNB-75	SF-539	HT29	SNB-19	SW-620	DU-145	KM12
O=C(Nc1cccc([N+](=O)[O-])c1)NN1CCCCCC1	83	95	105	87	107	96	96	95	99
CCOC(=O)C(C(=O)OCC)N1C(=O)c2ccccc2C1=O	73	111	90	105	109	117	118	137	134
Clc1cc(Cl)cc(-c2nn3c(-c4cc(Cl)cc(Cl)c4Cl)nnc3s2)c1	89	89	88	92	104	98	95	110	94
COc1ccc(C2=C/C(=C\c3ccccc3O)C(=O)N2Cc2ccccc2)cc1	52	107	92	101	102	82	92	96	70
O=C(O)c1cccc(S(=O)(=O)O)c1	100&98	101&112	86	94&93	105&98	103&104	106&117	120&114	106&100
COc1cc(NC(=O)CSc2nnc(-c3ccc(-c4nc5ccc(C)cc5[nH]4)cc3)o2)cc(OC)c1OC	95	116	101	93	97	110	104	108	100
S=C(Nc1ccc(Cl)c(Cl)c1)N1c2ccccc2-n2cccc2C1c1cccnc1 (centres undefined)	104	107	101	96	114	101	107	118	109
Cc1ccc2sc3ncc(-c4ccc(Br)cc4)n3c2c1	92	108	102	101	97	100	107	101	104
NC(=O)N1N=C(c2ccc(F)cc2)CC1c1cn(-c2ccccc2)nc1-c1ccc(Cl)cc1 (centres undefined)	92	98	97	98	83	105	111	104	95
CCCCCCCC/C=C\CCCCCCCC(=O)OCC1CCCO1 (centres undefined)	105	71	98	106	106	104	97	104	110
COc1ccc(C(=O)NNc2nc(Cl)nc(N3CCN(C(c4ccccc4)c4ccccc4)CC3)n2)cc1	-13*	-11*	62	33	-57*	45	9.2*	68	92
C=C(C)[C@@H]1CC[C@]2(C(=O)OC)CC[C@]3(C)[C@H](CC[C@@H]4[C@@]5(C)CC/C(=N\OCCC(=NCCC#N)NOCCC#N)C(C)(C)[C@@H]5CC[C@]43C)[C@@H]12	4.5*[100 µM]	27[100 µM]	18[100 µM]	-2.3*[100 µM]	3.9*[100 µM]	29[100 µM]	22[100 µM]	28[100 µM]	11[100 µM]
COc1ccc(/C=C/C(=O)NCCO)cc1	92	103	81	95	96	111	99	102	103
CCCc1cc(=O)n2c(C(=O)Nc3ccc(F)cc3)c(C(=O)Nc3ccc(F)cc3)sc2n1	nt	nt	-16*[30 µM]	63[30 µM]	54[30 µM]	48[30 µM]	83[30 µM]	82[30 µM]	85[30 µM]
COc1cccc(-c2nn(-c3ccccc3)cc2-c2ccnc(NCCNC(=O)c3ccc(F)cc3)c2)c1	52	86	63	100	56	101	89	85	78
O=C(Nc1ccc(F)cc1)C1(C(=O)Nc2ccc(Oc3ncnc4scc(Nc5n[nH]c(=S)s5)c34)cc2)CC1	97	107	99	92	114	94	99	104	nt
N#Cc1ccc(C(c2c[nH]c3ccc(Cl)cc3c2=O)n2ccnc2)cc1 (centres undefined)	101	113	99	105	108	88	104	125	103
COC(=O)c1c(C)[nH]c2c3c(c(O)cc12)[C@H]1C[C@@H]2[C@@]4(C)CCCC(C)(C(=O)O)[C@@H]4CC[C@@]32C=C1C(C)C (some centres undefined)	98	103	80	97	113	92	104	117	96
CCc1c([N+](=O)[O-])cc2c(c1[N+](=O)[O-])C(C)(CC)CCC2(C)CC (centres undefined)	106	115	106	118	92	104	100	96	96
COc1cc(NC(C)CCCN2C(=O)c3ccccc3C2=O)c2ncccc2c1OC (centres undefined)	71	124	85	99	101	94	85	104	80
O=C(c1ccccc1)N1N=C(c2ccccc2)CC1c1nnc2n(Cc3ccccc3)c(=O)c3c4c(sc3n12)CCCC4 (centres undefined)	98	125	108	92	101	101	105	116	82
COc1ccc(OC)c(Nc2n[nH]c(-c3cccs3)c2C#N)c1	80	105	86	88	119	88	92	102	87
CC(C)C[C@H]1C=C[C@@H](CC(C)C)N(Cc2ccccc2)S(=O)(=O)N1Cc1ccccc1	48[3.75 µM]	86[3.75 µM]	84[3.75 µM]	90[3.75 µM]	58[3.75 µM]	61[3.75 µM]	78[3.75 µM]	102[3.75 µM]	86[3.75 µM]
c1cc(N2CCOCC2)nc(NCCNc2nc(N3CCOCC3)nc(N3CCOCC3)n2)n1	95	121	88	108	109	103	103	114	104
Nc1c(Br)cc(Br)c2c1C(=O)c1c(cccc1S(=O)(=O)O)C2=O	87	97	89	91	105	98	105	114	108
c1ccc2n[nH]nc2c1	99	114	110	104	106	104	104	107	105
COc1cc(C(=O)N/N=C/C(=O)O)cc(OC)c1OC	125	114	106	125	124	114	110	126	114
CN1C(=O)/C(=C\c2ccccc2)c2ccccc21	93	99	100	98	107	81	98	104	96
CCCCCCCC(=O)Oc1ccccc1Cl	103	92	94	95	123	103	96	106	101
CCOC(=O)C(CC)Cc1ccc(OC)c(OC)c1 (centres undefined)	88	95	93	109	109	107	106	103	102
COc1ccc(/C(C#N)=C/c2ccc(N(C)CCC#N)cc2)cc1	74	nt	85	86	42	94	71	99	55
Oc1cc(CNCc2ccccc2)c(O)cc1CNCc1ccccc1	86	102	90	95	103	93	97	nt	90

Random excerpt: 5 entries already listed, in no set order.
compound	PC-3	HCC-2998	SNB-75	SF-539	HT29	SNB-19	SW-620	DU-145	KM12
Cc1cc(C)n(CO)n1	96	107	95	99	99	102	109	111	101
COc1cc2cc(Oc3ccc(NC(=O)Nc4cccc(C(F)(F)F)c4)cc3)c(C)nc2cc1OCCN(C)C	86	105	nt	92	60	99	111	92	98
c1ccc2n[nH]nc2c1	99	114	110	104	106	104	104	107	105
O=C(O)c1cccc(S(=O)(=O)O)c1	100&98	101&112	86	94&93	105&98	103&104	106&117	120&114	106&100
Cc1ccc2sc3ncc(-c4ccc(Br)cc4)n3c2c1	92	108	102	101	97	100	107	101	104
